# Assay outcomes as filed in PubChem.
# Growth percent in the NCI-60 one-dose screen (48 h, 10 µM unless noted): 100 = growth as untreated, 0 = no growth, -100 = all killed.
# NCI-H226: NCI-H226 lung cancer; hit rate 3.5% among 79,000
# NCI-H460: NCI-H460 lung cancer; AID 1794736; hit rate 6.8% among 82,000
# KM12: KM12 colon cancer cells; hit rate 5% among 82,000; AID 1794800
# HT29: HT29 colon cancer | hit rate 7.4% among 81,000
# NCI-H322M: NCI-H322M lung cancer | hit rate 2.7% among 80,000 | AID 1794733
# HCT-15: HCT-15 colon cancer; hit rate 5.2% among 82,000; AID 1794746
# SW-620: SW-620 colon cancer | hit rate 5.2% among 82,000 | AID 1794795
# COLO 205: COLO 205 colon cancer | hit rate 7.3% among 79,000 | AID 1794742
# HCT-116: HCT-116 colon cancer | hit rate 7.3% among 82,000
# An asterisk follows results filed as active; nt = not tested or not shown; & = joins results of further samples. Rule for the calls: active = growth percent below 10; inactive = the rest.
[1] OCCCCc1ccccc1
[2] CCC(C)(C)C(=O)O[C@H]1C[C@@H](C)C=C2C=C[C@H](C)[C@H](CC[C@@H]3CC(SCC(=O)O)CC(=O)O3)[C@H]21 (stereo partly drawn)
[3] N#Cc1ccc(/C=N/NC(=O)c2[nH]c3ccc(Br)cc3c2-c2ccccc2)o1
[4] Cc1ccc(Sc2nc(-c3ccccc3)oc2Sc2ccc(C)cc2)cc1
[5] CCN(CC)CCC(=O)c1ccccc1
[6] Cc1nc(C)c(CSC2N=C(c3ccc([N+](=O)[O-])cc3)c3cnn(-c4ccccc4)c3N2)nc1C (stereo not drawn)
[7] Cc1c(C(=O)/C=C/NCc2ccc(S(N)(=O)=O)cc2)sc2nc3ccccc3n12
[8] O=C(O)c1cc(O)ccc1O

assay / entry | 1 | 2 | 3 | 4 | 5 | 6 | 7 | 8
NCI-H226 | 98 | 100 | 23 | 100 | 89 | 90 | 105 | 103
NCI-H460 | 108 | 108 | 1.5* | 104 | 94 | 102 | 101 | nt
KM12 | 108 | 97 | 6.4* | 97 | 97 | 102 | 100 | 118
HT29 | 102 | 88 | -15* | 84 | 71 | 112 | 94 | 105
NCI-H322M | 105 | 104 | 41 | 91 | 87 | 105 | 99 | 108
HCT-15 | 92 | 98 | 8.6* | 97 | 92 | 93 | 96 | 113
SW-620 | 111 | 93 | nt | 100 | 93 | 98 | 103 | nt
COLO 205 | 115 | 108 | -25* | 106 | 97 | 113 | nt | 115
HCT-116 | 104 | 65 | 1.4* | 90 | 67 | 98 | 99 | 102

[9] O=C1NC2(c3ccccc3)NC(=O)NC2(c2ccccc2)N1 (stereo not drawn)
[10] CCO/C=N/C1=C(C#N)C(c2ccc(Cl)cc2)c2c(c3cc(C)ccc3[nH]c2=O)O1 (stereo not drawn)
[11] Cc1cc(CC(=O)O)cc(C)c1C
[12] Cc1nccn1C
[13] COc1ccc(Nc2ncnc3c2sc2ncccc23)cc1
[14] O=C1CC(c2ccc3c(c2)OCCO3)c2cnn(Cc3ccco3)c2N1 (stereo not drawn)
[15] CC1[C@H]2[C@H](C[C@H]3[C@@H]4CC=C5c6sc(Nc7ccc(Cl)cn7)nc6CC[C@]5(C)[C@H]4CC[C@@]32C)O[C@]12CC[C@@H](C)CO2 (stereo partly drawn)
[16] COc1cc(C2CC(c3ccc(Cl)cc3)=NN2C=O)ccc1OCCN(C)C (stereo not drawn)

assay / entry | 9 | 10 | 11 | 12 | 13 | 14 | 15 | 16
NCI-H226 | 103&98 | 84 | 97 | 107 | 97 | 99 | 84 | 92
NCI-H460 | 106&111 | 97 | 105 | 100 | 100 | 101 | 88 | 95
KM12 | 105&110 | 97 | 107 | 114 | 107 | 72 | 99 | 98
HT29 | 102&114 | 75 | 106 | 107 | 115 | 100 | 105 | 75
NCI-H322M | 108&123 | 91 | 103 | nt | 96 | 95 | 102 | 100
HCT-15 | 105&102 | 84 | 109 | 91 | 101 | 91 | 92 | 79
SW-620 | 98&108 | 84 | 100 | 99 | 103 | 90 | 109 | 96
COLO 205 | 117&114 | 96 | 110 | 110 | 114 | 112 | 67 | 88
HCT-116 | 108&111 | 82 | 101 | 104 | 101 | 100 | 91 | 76

[17] COc1ccc(N=Cc2c(O)ccc3c2oc2cc(Cl)c(O)c(Cl)c23)cc1
[18] CCCCCCCCSC(=O)n1cc(F)c(=O)[nH]c1=O
[19] COc1cc(NCC(=O)Nc2cc(Nc3ccc(C(F)(F)F)cc3)ncn2)c(Cl)c(OC)c1Cl
[20] COc1ccccc1-n1c(-c2csc(NC(C)=O)n2)n[nH]c1=S
[21] CCCCCCCCCCCCCCCC[N+](C)(C)CCCNS(=O)(=O)c1ccccc1[N+](=O)[O-]
[22] COc1cc(-c2nc(OC)c(C#N)c(N)c2C#N)cc(OC)c1OC
[23] Cc1ccc(C)n1/C=C/n1c(C)ccc1C
[24] C[C@H]1C(=O)C23CCC1C[C@@]21O[C@@H]2C(C)(C)C=CC(=O)C23COC1=O

assay / entry | 17 | 18 | 19 | 20 | 21 | 22 | 23 | 24
NCI-H226 | 101 | 92 | 90 | 97 | 98 | 104 | 99 | 94
NCI-H460 | 100 | 22 | 108 | 109 | 110 | 101 | 110 | 101
KM12 | 104 | 47 | 93 | 104 | 102 | 104 | 109 | 113
HT29 | 105 | nt | 99 | 95 | 108 | 106 | 102 | 110
NCI-H322M | 122 | 68 | 89 | nt | 97 | 97 | 103 | 105
HCT-15 | 87 | 55 | 95 | nt | 106 | 97 | 106 | 109
SW-620 | 99 | 81 | 106 | 105 | 105 | 106 | 110 | 108
COLO 205 | 131 | 44 | 101 | 115 | 122 | 115 | 97 | 105
HCT-116 | 91 | 51 | 79 | 100 | 102 | 110 | 104 | 97

# Reprinted from the part before: 2 entries, then new ones.
[23] Cc1ccc(C)n1/C=C/n1c(C)ccc1C
[24] C[C@H]1C(=O)C23CCC1C[C@@]21O[C@@H]2C(C)(C)C=CC(=O)C23COC1=O
[25] COc1cc(CO)ccc1OCc1ccccc1
[26] NS(=O)(=O)c1cccc(Nc2nc(SCC(=O)c3ccccc3)nc3c2CCC3)c1
[27] COc1ccc(/C=C2\CN(C(=O)CCN3CCC(=NO)CC3)C/C(=C\c3ccc(OC)cc3)C2=O)cc1
[28] CCOC(=O)C1=CC(=O)N2C(=NC(=O)C2CC(C)C)S1 (stereo not drawn)
[29] Nc1ccc2c3c(cccc13)-c1ccccc1-2
[30] COc1ccc(/C=C/C(=O)c2c(O)c3ccccc3oc2=O)cc1
[31] O=C1Nc2ccccc2/C1=C/c1ccc(OCc2ccccn2)cc1
[32] O=C1N[C@H](Cc2cnc[nH]2)C(=O)N2CCC[C@@H]12

assay / entry | 23 | 24 | 25 | 26 | 27 | 28 | 29 | 30 | 31 | 32
NCI-H226 | 99 | 94 | 96 | 87 | 70 | 89 | 56 | 106 | 59 | 107
NCI-H460 | 110 | 101 | 103 | 95 | -34* | 107 | 99 | 117 | 85 | 103
KM12 | 109 | 113 | 106 | 95 | -60* | 101 | 88 | 104 | 39 | 102
HT29 | 102 | 110 | 110 | 103 | -48* | 108 | 108 | 107 | 84 | 99
NCI-H322M | 103 | 105 | 97 | 101 | 18 | 98 | 75 | 92 | 71 | 99
HCT-15 | 106 | 109 | 95 | 93 | -13* | 92 | 86 | 109 | 54 | 103
SW-620 | 110 | 108 | 104 | 100 | -39* | 102 | 102 | 115 | nt | 103
COLO 205 | 97 | 105 | 116 | 113 | -24* | 111 | 96 | 113 | 115 | 104
HCT-116 | 104 | 97 | 98 | 85 | -32* | 97 | 92 | 90 | 59 | 106

[33] CC(=O)O[C@H]1CC[C@]2(C)[C@H]3CC=C4[C@@H]5[C@H](C)[C@@H](C)CC[C@]5(C(=O)NCCNCCNCCN)CC[C@@]4(C)[C@]3(C)CC[C@H]2C1(C)C
[34] O=C(CN1CCCCCC1)Nc1nc2ccc(NCc3ccccc3)cc2s1
[35] N=C(N)SSC(=N)N
[36] COC(=O)c1c(O)cc(OC)cc1OC
[37] Cn1cc(-c2nonc2-c2c[nH]c3ccccc23)c2cc(Br)ccc21
[38] COc1cc(-c2c(-c3ccccc3)noc2C(N)=O)c(OC)c2c1OCO2
[39] O=S(=O)(CS(=O)(=O)c1ccc(Br)cc1)c1ccc(Br)cc1
[40] COc1ccc(C2C(C#N)=C(N)OC3=C2C(=O)c2ccccc2C3=O)cc1 (stereo not drawn)

assay / entry | 33 | 34 | 35 | 36 | 37 | 38 | 39 | 40
NCI-H226 | 91 | 74 | 117 | 100 | 75 | 93 | 91 | nt
NCI-H460 | 77 | 80 | 107 | 104 | 15 | 110 | 101 | 100
KM12 | 86 | 82 | 113 | 105 | 18 | 101 | 106 | 101
HT29 | 43 | 55 | 118 | 99 | 8.2* | 103 | 100 | 107
NCI-H322M | 88 | 96 | 117 | 108 | 53 | 100 | 102 | 100
HCT-15 | 63 | 67 | 95 | 108 | 18 | 104 | 107 | 94
SW-620 | 87 | 86 | 107 | 101 | 24 | 105 | 104 | 98
COLO 205 | 72 | 88 | 112 | 101 | 15 | 125 | 116 | 113
HCT-116 | 62 | 53 | 111 | 106 | 26 | 95 | 100 | 100

[41] Cc1ncc(N)nc1C
[42] Cc1ccc(Nc2[nH]c(=O)[nH]c(=O)c2N=O)cc1
[43] O=c1/c(=C/c2ccc(Cl)cc2)sc2nc3ccccc3n12
[44] CCCN(CCC)C(=O)c1ccc(C)cc1
[45] CC1(C)CC(=O)c2c(nn(-c3ccccc3)c2-c2cn(-c3ccccc3)nc2-c2ccccc2)C1
[46] O=C1CCC2(CCCCC2)N1
[47] Cc1ccc(/C=C(/NC(=O)c2ccccc2)C(=O)Nc2ccc(S(N)(=O)=O)cc2)cc1
[48] O=C(Cn1cc(C2CC2)nn1)Nc1nc(-c2ccc(Cl)cc2)cs1

assay / entry | 41 | 42 | 43 | 44 | 45 | 46 | 47 | 48
NCI-H226 | 89 | 106 | 103 | 81 | 104 | 96 | 105 | 96
NCI-H460 | 102 | 107 | 106 | 100 | 97 | 107 | 108 | 112
KM12 | 102 | 99 | 104 | 102 | 92 | 115 | 103 | 102
HT29 | 102 | 100 | 106 | 96 | 85 | 103 | 103 | 96
NCI-H322M | 96 | 103 | 92 | 111 | 92 | 115 | 108 | 94
HCT-15 | 102 | 105 | 97 | 100 | 90 | 117 | 91 | 92
SW-620 | 95 | 108 | 104 | 95 | 92 | 111 | 113 | 100
COLO 205 | 99 | 105 | 110 | nt | 108 | 110 | 117 | 113
HCT-116 | 104 | 100 | 103 | 98 | 61 | 102 | 99 | 107

[49] CCNc1nn2ccccc2c1/C=C(/C#N)C(=O)OCC
[50] CCOC(=O)C1=C(C)N(c2ccc(C(C)=O)cc2)C2(O)C(Cl)=C(Cl)C(O)=C(C#N)C12C#N (stereo not drawn)
[51] Nc1ccc(/C=C/c2ccc([N+](=O)[O-])cc2S(=O)(=O)O)c(S(=O)(=O)O)c1
[52] CC(C)CCOC(=O)c1ccccc1
[53] COc1ccc(NC(=O)COc2ccc(/C=C3/Oc4cc(OC)ccc4C3=O)cc2)cc1
[54] COc1ccc(/C=N/N=C(\C)c2nnn(-c3ccc([N+](=O)[O-])cc3)c2C)cc1OC
[55] Cc1nn(-c2ccc(Cl)cc2)c2ncnc(NCCc3ccccc3)c12
[56] CC(=O)Nc1cc(C)c(C)cc1[N+](=O)[O-]
[57] C[C@H]1C[C@@H]2[C@H]([C@@H](O)C[C@@]3(C)[C@H]2CC[C@]3(O)C(=O)CF)[C@@]2(C)C=CC(=O)C=C12
[58] N#Cc1ccc(C(=O)CSc2nccc(Nc3ccc(S(N)(=O)=O)cc3)n2)cc1
[59] Cc1cn([C@H]2C[C@H](F)[C@@H](CO[P@@](=O)(N[C@@H](C)C(=O)OC(C)C)Oc3ccccc3)O2)c(=O)[nH]c1=O

assay / entry | 49 | 50 | 51 | 52 | 53 | 54 | 55 | 56 | 57 | 58 | 59
NCI-H226 | 99 | 109 | 101 | 102 | 96 | 102 | 96 | 96 | 62 | 103 | 95
NCI-H460 | 99 | 108 | 110 | 106 | 103 | 105 | 97 | 109 | 89 | 104 | 87
KM12 | 115 | 103 | 109 | 106 | 92 | 105 | 104 | 107 | 100 | 101 | 97
HT29 | 93 | 100 | 105 | 108 | 109 | 108 | 96 | 93 | 85 | 105 | 107
NCI-H322M | 99 | 100 | 107 | 96 | 113 | 101 | 113 | 120 | 104 | nt | 106
HCT-15 | 94 | 99 | 104 | 111 | 100 | 102 | 94 | 112 | 104 | 101 | 102
SW-620 | 103 | 113 | 105 | 108 | 107 | 102 | 102 | 104 | 98 | 101 | 93
COLO 205 | 131 | 116 | 112 | 105 | 112 | 111 | 95 | 113 | 109 | 107 | 115
HCT-116 | 94 | 96 | 95 | 103 | 101 | 102 | 94 | 113 | 86 | 101 | 101

# Entries from the list above containing an NH in an aromatic ring:
[3] N#Cc1ccc(/C=N/NC(=O)c2[nH]c3ccc(Br)cc3c2-c2ccccc2)o1
[10] CCO/C=N/C1=C(C#N)C(c2ccc(Cl)cc2)c2c(c3cc(C)ccc3[nH]c2=O)O1 (stereo not drawn)
[18] CCCCCCCCSC(=O)n1cc(F)c(=O)[nH]c1=O
[20] COc1ccccc1-n1c(-c2csc(NC(C)=O)n2)n[nH]c1=S
[32] O=C1N[C@H](Cc2cnc[nH]2)C(=O)N2CCC[C@@H]12
[37] Cn1cc(-c2nonc2-c2c[nH]c3ccccc23)c2cc(Br)ccc21
[42] Cc1ccc(Nc2[nH]c(=O)[nH]c(=O)c2N=O)cc1
[59] Cc1cn([C@H]2C[C@H](F)[C@@H](CO[P@@](=O)(N[C@@H](C)C(=O)OC(C)C)Oc3ccccc3)O2)c(=O)[nH]c1=O

assay / entry | 3 | 10 | 18 | 20 | 32 | 37 | 42 | 59
NCI-H226 | 23 | 84 | 92 | 97 | 107 | 75 | 106 | 95
NCI-H460 | 1.5* | 97 | 22 | 109 | 103 | 15 | 107 | 87
KM12 | 6.4* | 97 | 47 | 104 | 102 | 18 | 99 | 97
HT29 | -15* | 75 | nt | 95 | 99 | 8.2* | 100 | 107
NCI-H322M | 41 | 91 | 68 | nt | 99 | 53 | 103 | 106
HCT-15 | 8.6* | 84 | 55 | nt | 103 | 18 | 105 | 102
SW-620 | nt | 84 | 81 | 105 | 103 | 24 | 108 | 93
COLO 205 | -25* | 96 | 44 | 115 | 104 | 15 | 105 | 115
HCT-116 | 1.4* | 82 | 51 | 100 | 106 | 26 | 100 | 101

# Compounds were not picked by outcome, and some 11% of all compounds hit somewhere here.
